# Source: PubChem BioAssay (Fisher Drug Discovery Resource Center)
# NPYLR7 ag = mosquito NPYLR7 agonism. actives 0.15% (n = 270,000). HEK293T NPYLR7/Galpha15, GCaMP6s calcium fluorescence. activation, % at 10 µM. AID 1259423; in the data active = activation above about 40%;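 also: 0% = vehicle and 100% = reference agonist at the receptor; some compounds past the cut are filed as inactive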
# mcGAS inh = mouse cGAS inhibition by luminescence; AID 1259399; recombinant cGAS, Kinase-Glo ATP depletion luminescence; actives 0.15% (n = 160,000); Q8C6L5; inhibition, % at 12.5 µM;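 also: 0% = negative control wells and 100% = reference inhibitor with no enzyme activity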
# hcGAS inh = blocks human cGAS activity; Q8N884; recombinant h-cGAS, ATP depletion, Kinase-Glo luminescence; inhibition, % at 12.5 µM; actives 0.081% (n = 290,000);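 also: 0% = vehicle reaction and 100% = reaction without DNA for no activity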
# Target sequence (Q8N884 whole entry, looked up): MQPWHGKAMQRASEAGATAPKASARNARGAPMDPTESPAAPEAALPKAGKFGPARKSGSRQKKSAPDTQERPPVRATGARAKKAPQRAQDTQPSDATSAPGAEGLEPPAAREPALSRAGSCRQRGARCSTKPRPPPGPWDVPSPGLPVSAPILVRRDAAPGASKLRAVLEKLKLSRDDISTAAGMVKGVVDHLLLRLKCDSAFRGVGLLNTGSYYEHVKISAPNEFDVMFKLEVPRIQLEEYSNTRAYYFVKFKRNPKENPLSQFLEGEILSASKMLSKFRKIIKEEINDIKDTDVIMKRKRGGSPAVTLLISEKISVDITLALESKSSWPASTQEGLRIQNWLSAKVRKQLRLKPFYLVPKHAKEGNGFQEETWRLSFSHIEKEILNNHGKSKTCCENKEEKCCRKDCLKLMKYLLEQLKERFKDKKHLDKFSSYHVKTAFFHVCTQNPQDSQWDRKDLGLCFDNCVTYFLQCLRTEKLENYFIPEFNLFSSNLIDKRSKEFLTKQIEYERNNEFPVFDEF
# The depositor's hits bear a star; / = not tested or not shown; & = joins results of further samples. Rule as the data show it, unless noted: active = inhibition above about 40%; inactive = the rest.
SMILES,NPYLR7 ag,mcGAS inh,hcGAS inh
Cc1ncsc1CCC(=O)N1CCCC(C(=O)c2ccc3c(c2)OCO3)C1 (stereo not given),-1&-4,/,0&3
CCc1ccccc1NC(=O)Cn1nnc(C(=O)Nc2ccc(C)c(C)c2)c1N,-6,-4,-1
Cc1noc(C)c1CN(C)C(=O)NC(C)C(C)(C)c1ccccc1 (stereo not given),7,/,-9
CCCCCNC(=O)CSc1nnc2n(CCC)c(=O)c3ccccc3n12,4,-6,-5
COc1ccccc1CNc1nn[nH]n1,-3,/,-7
Cc1csc(NC(=S)NC(=O)C2CC2)n1,1,/,-6
CN(CCC1(O)CCCC1)C(=O)Cc1nc2ccccc2o1,/,-13,-11
CCCc1nc(C(=O)N2CC[C@@H](c3sccc3C)[C@H](O)C2)cs1,1,/,-10
O=C(NCC(O)c1ccc(Cl)cc1)c1cc(F)cc(F)c1 (stereo not given),9,-9,-12
CCc1ccc(S(=O)(=O)Nc2ccnc3ccncc23)s1,1,/,-3
CC(C)(O)C#Cc1cccc(C(=O)N2CCCC(C(=O)c3ccc4ccccc4c3)C2)c1 (stereo not given),0,-6,-1
COc1ccccc1C(=O)C1CCCN(C(=O)c2csc(-c3cccs3)n2)C1 (stereo not given),15,-11,-9
CN1CC2(CCCN(C(=O)C3=Cc4ccccc4OC=C3)C2)OC1=O (stereo not given),5,/,-3
Cc1cc(C)n2ncc(C(=O)N(Cc3c(F)cccc3Cl)C3CC3)c2n1,21,-17,-11
Cn1cnc(S(=O)(=O)N(Cc2ccco2)C2CC2)c1Cl,3,-7,-5
C=CCn1c(=O)n(CCC#N)c(=O)n(CCC#N)c1=O,4,/,-6
O=C(C1CCCN1C(=O)C1CCCCC1)N1CCc2[nH]c3ccccc3c2C1 (stereo not given),15,-8,-4
CN1CCCN(C(=O)[C@@H]2C[C@@H](Sc3nc4ccccc4[nH]3)CN2C2C3CC4CC(C3)CC2C4)CC1 (stereo not given in full),28,-10,-6
Cn1ccnc1-c1c(-c2ccccc2)ncn1CCc1n[nH]c(=O)[nH]1,1,-13,-4
CCCc1nc(C(=O)Nc2cnc3n2CCCC3)cs1,-2,4,-1

# Molecules above with a Cl atom:
SMILES,NPYLR7 ag,mcGAS inh,hcGAS inh
O=C(NCC(O)c1ccc(Cl)cc1)c1cc(F)cc(F)c1 (stereo not given),9,-9,-12
Cc1cc(C)n2ncc(C(=O)N(Cc3c(F)cccc3Cl)C3CC3)c2n1,21,-17,-11
Cn1cnc(S(=O)(=O)N(Cc2ccco2)C2CC2)c1Cl,3,-7,-5

# Further entries.
SMILES,NPYLR7 ag,mcGAS inh,hcGAS inh
Cc1cccc(NC(=O)CSc2ncc(S(=O)(=O)c3cc(C)ccc3C)c(=O)[nH]2)c1,6,4,2
CCc1ccc(OCCn2c(C(O)CC)nc3ccccc32)cc1 (stereo not given),2,/,-5
Cn1cnnc1SCC(=O)Nc1sc2c(c1C#N)CCC2,-6,-3,-6
O=C1C2ON(c3ccccc3)C(c3ccccc3)C2C(=O)N1c1cccc(C(F)(F)F)c1 (stereo not given),9,/,-4
Cc1ccc(F)c(Oc2cc(N3CCN(C(=O)c4cccs4)C(C)C3)ncn2)c1 (stereo not given),-11,1,3
CN(C)CCCNc1oc(-c2ccc(COc3ccc(Cl)cc3)o2)nc1C#N,1,-9,-9
O=c1c2ccccc2nc(-c2ccc(Cl)c(F)c2)n1C1CCCCC1,4,2,-1
CCCCS(=O)(=O)N1CCc2nn(CC3CC3)c(=O)n2CC1,/,-6,-11
COc1cc2c(cc1OC)C(C(C)NC(=O)c1ccccc1C)N(Cc1cccc(F)c1)CC2 (stereo not given),5,-8,-4
CCN(C)CC1CCN(C(=O)Nc2ccc(C(N)=O)c(F)c2)C1 (stereo not given),4,-14,-9
COc1ccc(OC)c(NC(=O)CSc2nnc(C)c3cnn(-c4ccc(C)c(C)c4)c23)c1,-6,-12,-5
O=C(/C=C/c1cscn1)N1CCN(C(=O)CC2CCCCC2)CC1,3,-17,-6
Cc1c(C(=O)O)sc2[nH]c(=S)n(NC(=O)CC(C)O)c(=O)c12 (stereo not given),-1,/,4
CC(C)CN(CC(=O)N1CC(=O)N(c2ccc(Cl)cc2)C1)C(=O)NC1CCCCC1,-15,2,-2
O=C1OC(c2ccccc2Br)=N/C1=C\C=C\c1ccccc1,19,-4,-5
CC(=O)C1=C(c2ccc(C3CCCCC3)cc2)N(C(C)=O)n2cnnc2S1,5,/,-4
CCOC(=O)c1nn(-c2ccccc2C)c(=O)cc1OS(=O)(=O)c1cccs1,5,/,-2
COC(=O)[C@]1(C)CCC[C@]2(C)c3ccc(C(C)C)cc3C(=O)CC12 (stereo not given in full),-4,/,-4
COc1ccc(-c2nn(-c3ccccc3C)cc2CN(C)Cc2ccon2)cc1F,5,/,-10
CCOC(=O)N1CCN(C(=O)CSc2nc3c(c(=O)n2CCc2ccccc2)SCC3)CC1,-4,-1,3
O=C(Nc1ccsc1)c1cncc(C(=O)Nc2ccsc2)c1,3,-14,-8
COc1ccc(C(=O)CSc2ccc3nc(-c4ccccc4)cn3n2)cc1,4,/,-12
CCC(CNC(=O)C1CCCN(S(=O)(=O)c2ccc(F)cc2)C1)c1ccccc1 (stereo not given),10,/,-4
O=C(NCCc1ccc(O)cc1)c1cccnc1Oc1cccc([N+](=O)[O-])c1,-9,-4,-3
O=c1[nH]c(O)c(C=Nc2cccnc2)c(=O)[nH]1,-7,/,-4
CC(C)c1cc(C(C)C)n(C2CCN(C(=O)Cc3ccc4c(c3)OCO4)CC2)n1,21,-5,-5
CCCCNC(=O)NCC12CC3CC(CC(C3)C1)C2,4,-4,-5
Cn1cccc1CN1CCC1(C)C(=O)Nc1ccccc1Oc1ccccc1 (stereo not given),2,/,-4
Cc1ccc(CN2CCCC(CNC(=O)c3cccc(C(F)(F)F)c3)C2)s1 (stereo not given),7,-10,-3
Cc1oc(-c2cccc(Cl)c2)nc1CN(C)Cc1cnn(C)c1,12,/,-7
O=C(OCC(=O)N1CCCC(C(F)(F)F)C1)c1c[nH]c2ccc(Br)cc12 (stereo not given),3,-17,-10
COCC(c1ccccn1)N(C)C(=O)c1c[nH]c(=O)cn1 (stereo not given),1,/,-3
CCOCCSc1nc2c(cnn2CCO)c(=O)[nH]1,2,/,0
CCCN(C)Cc1ccc(C(=O)Nc2ccc3c(c2)COC3)cc1,/,-10,-10
O=C1C(C(c2ccc(Cl)cc2)N2CCC(O)CC2)Sc2nc(-c3ccco3)nn21 (stereo not given),-1,-4,-4
Cc1ccc2[nH]c3c(=O)n(CCC#N)ncc3c2c1,-1,-2,2
CCN1CCN(C(=O)C2CCCCN2C(=O)c2cc(-c3ccc(C)cc3)on2)CC1 (stereo not given),/,-5,-5
CCOC(=O)c1ccc(-n2cc(O)c(C(=O)OC)n2)cc1,-1,/,-18
CC1(C(=O)Nc2ccc3c(c2)OCO3)CCN1C(=O)CCCc1cccs1 (stereo not given),10,-5,-8
COc1cc(SC)ccc1C(=O)NC(c1ccccc1)C1CC1 (stereo not given),12,/,-7
Cc1ccccc1-c1nc(CN(Cc2ccccc2)CC2CC2)c(C)o1,-1,/,-8
O=c1[nH]c2ccccc2n1CCCSc1nc2cc(S(=O)(=O)N3CCOCC3)ccc2o1,-7,/,-8
Cn1cnnc1SCc1cc(=O)c(OCc2cccc([N+](=O)[O-])c2)co1,4,/,-3
O=C(CCCN1C(=O)/C(=C/c2cccs2)SC1=S)Nc1nccs1,-4,-5,-3
CCOC(=O)C1=C(C)NC(C)=C(C(=O)OCC)C1C(=O)OCC(=O)NC,0,-7,-7
COc1ccc(Cl)cc1NC(=O)c1c(-c2ccccc2)noc1C,1,/,-6
O=C(CSc1nnnn1-c1ccccc1)N1CCOCC1,-6,-6,-6
CCN(CC)c1cc(C(C)(C)C)nc(SCc2ccc(C(=O)NCCOC)cc2)n1,-5,-3,0
COCCCN(CC(=O)N(Cc1ccc(F)cc1)Cc1sccc1C)C(=O)c1ccc(C)c([N+](=O)[O-])c1,-6,-5,-4
COc1cccc2cc(C(N)=O)c(=Nc3ccccc3C(N)=O)oc12,2,3,6
CCOC(=O)C1(CCc2ccccc2)CCN(C2Cc3ccccc3C2)CC1,14,-10,-9
Cc1c(CC(=O)NC(C)Cn2cncn2)c2c(n1Cc1ccccc1)CCCC2=O (stereo not given),8,/,-11
O=C(Nc1cccc(-n2cccn2)c1)C1CCCN(C/C=C/c2ccccc2)C1 (stereo not given),5&2,-9,2&-7
CCOC(=O)Cn1c(=O)c(F)cn(Cc2ccc(OC)c([N+](=O)[O-])c2)c1=O,10,/,-2
O=C(CCC1CCCC1)N1CCN(c2ccc3nnnn3n2)CC1,4,17,3
CCOC(=O)c1cc(C(N)=O)n(C)n1,14,/,3
COc1ncc(-c2ccc3nccc(-c4ccnnc4)c3c2)cc1NS(=O)(=O)c1ccc(F)cc1F,3,-5,-4
O=C1CCN(C(=O)c2ccno2)c2cc3c(cc2CN1CC1CC1)OCO3,-6,-2,9
Cc1cc(C)c(-c2csc(NC(=O)CN3CSCC3=O)n2)c(C)c1,24,/,-13
C[C@@H](NC(=O)C(=O)c1ccc(C2CCCCC2)cc1)C(C)(C)C,-12,-4,-6
# (continued)
SMILES,NPYLR7 ag,mcGAS inh,hcGAS inh
O=C(NCCc1ccc(Br)s1)c1cc(S(=O)(=O)N2CCCC2)c[nH]1,-3,/,-3
Cn1cccc1C(CNS(=O)(=O)c1cccs1)N1CCc2ccccc2C1 (stereo not given),4,-9,-3
C=CCCC(O)CN(C)CC1CC(c2ccc(Cl)cc2)=NO1 (stereo not given),-1,-5,-2
O=C1NCC2(CCN(CC3(O)CCCN(Cc4ccc(F)cc4)C3=O)CC2)O1 (stereo not given),/,-11,-5
COc1ccc(NC(=O)CSc2nccn3nc(-c4ccc(C)cc4)cc23)cc1,-3,2,0
Cn1nc(CN2CCOCC2)c2c1CNC2,/,-5,-6
COCCNC(=O)c1nnn(-c2ccccc2)c1CSc1ncccn1,-1,-9,-7

# Molecules above with a halogen (24):
SMILES,NPYLR7 ag,mcGAS inh,hcGAS inh
O=C(NCC(O)c1ccc(Cl)cc1)c1cc(F)cc(F)c1 (stereo not given),9,-9,-12
Cc1cc(C)n2ncc(C(=O)N(Cc3c(F)cccc3Cl)C3CC3)c2n1,21,-17,-11
Cn1cnc(S(=O)(=O)N(Cc2ccco2)C2CC2)c1Cl,3,-7,-5
O=C1C2ON(c3ccccc3)C(c3ccccc3)C2C(=O)N1c1cccc(C(F)(F)F)c1 (stereo not given),9,/,-4
Cc1ccc(F)c(Oc2cc(N3CCN(C(=O)c4cccs4)C(C)C3)ncn2)c1 (stereo not given),-11,1,3
CN(C)CCCNc1oc(-c2ccc(COc3ccc(Cl)cc3)o2)nc1C#N,1,-9,-9
O=c1c2ccccc2nc(-c2ccc(Cl)c(F)c2)n1C1CCCCC1,4,2,-1
COc1cc2c(cc1OC)C(C(C)NC(=O)c1ccccc1C)N(Cc1cccc(F)c1)CC2 (stereo not given),5,-8,-4
CCN(C)CC1CCN(C(=O)Nc2ccc(C(N)=O)c(F)c2)C1 (stereo not given),4,-14,-9
CC(C)CN(CC(=O)N1CC(=O)N(c2ccc(Cl)cc2)C1)C(=O)NC1CCCCC1,-15,2,-2
O=C1OC(c2ccccc2Br)=N/C1=C\C=C\c1ccccc1,19,-4,-5
COc1ccc(-c2nn(-c3ccccc3C)cc2CN(C)Cc2ccon2)cc1F,5,/,-10
CCC(CNC(=O)C1CCCN(S(=O)(=O)c2ccc(F)cc2)C1)c1ccccc1 (stereo not given),10,/,-4
Cc1ccc(CN2CCCC(CNC(=O)c3cccc(C(F)(F)F)c3)C2)s1 (stereo not given),7,-10,-3
Cc1oc(-c2cccc(Cl)c2)nc1CN(C)Cc1cnn(C)c1,12,/,-7
O=C(OCC(=O)N1CCCC(C(F)(F)F)C1)c1c[nH]c2ccc(Br)cc12 (stereo not given),3,-17,-10
O=C1C(C(c2ccc(Cl)cc2)N2CCC(O)CC2)Sc2nc(-c3ccco3)nn21 (stereo not given),-1,-4,-4
COc1ccc(Cl)cc1NC(=O)c1c(-c2ccccc2)noc1C,1,/,-6
COCCCN(CC(=O)N(Cc1ccc(F)cc1)Cc1sccc1C)C(=O)c1ccc(C)c([N+](=O)[O-])c1,-6,-5,-4
CCOC(=O)Cn1c(=O)c(F)cn(Cc2ccc(OC)c([N+](=O)[O-])c2)c1=O,10,/,-2
COc1ncc(-c2ccc3nccc(-c4ccnnc4)c3c2)cc1NS(=O)(=O)c1ccc(F)cc1F,3,-5,-4
O=C(NCCc1ccc(Br)s1)c1cc(S(=O)(=O)N2CCCC2)c[nH]1,-3,/,-3
C=CCCC(O)CN(C)CC1CC(c2ccc(Cl)cc2)=NO1 (stereo not given),-1,-5,-2
O=C1NCC2(CCN(CC3(O)CCCN(Cc4ccc(F)cc4)C3=O)CC2)O1 (stereo not given),/,-11,-5

# Rows are unselected; overall some 0.29% were active at least once.
